NCOA2 inhibitor – inhibits human steroid receptor coactivator 2; inhibition, % at 9 µM; AID 651957; actives 0.17% (n = 370,000); HEK293 GAL4-SRC2 luciferase reporter, luminescence;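 active = inhibition above the mean inhibition of all tested compounds plus 3 SD, set per campaign, cut at about 52% in these data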;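 also: 0% = DMSO treated cells and 100% = cells given Gossypol at 36 µM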
TROY signal inh – inhibitors of TROY-dependent NF-kB signaling. actives 0.98% (n = 360,000). AID 1347056. Q293 LMP1-TROYcd NF-kB luciferase reporter, 4 h. inhibition, % at 10 µM;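 active = compounds whose plate-normalised and pattern-corrected inhibition of the luciferase reporter signal at the single screening dose is 50% or more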
NCOA3 inh – inhibits human SRC3 coactivator; inhibition, % at 3.6 µM; Q9Y6Q9; actives 0.17% (n = 360,000); HEK293 GAL4-SRC3 luciferase reporter, luminescence;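 active = inhibition above a per-campaign cutoff, the mean of all compounds plus 3 SD, cut at about 60% in these data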;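 also: 0% = DMSO-treated cells and 100% = gossypol-treated cells at 36 µM; higher means less SRC3-driven luciferase light from the GAL4 reporter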
NCOA1 inh – inhibits human SRC1 coactivator; HEK293 GAL4-SRC1 luciferase reporter, luminescence; actives 0.12% (n = 360,000); Q15788; inhibition, % at 3.6 µM;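 active = inhibition above the campaign mean plus 3 SD, with each screening campaign given its own cutoff, cut at about 60% in these data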;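 also: 0% = DMSO treated cells and 100% = gossypol at 36 µM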
TLR9-MyD88 block – inhibitors of human TLR9-MyD88 binding | Q9NR96+Q99836 | CHO BLA complementation TLR9-MyD88, CCF4 FRET ratio | inhibition, % at 4.98 µM | actives 0.21% (n = 340,000);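 active = inhibition above the mean over all tested compounds plus 3 SD, cut at about 21% in these data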;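 also: 0% = DMSO only wells and 100% = clavulanate BLA inhibitor control wells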
NOD2 RIPK2 PPI – inhibitors of human NOD2-RIPK2 interaction; inhibition, % at 4.98 µM; AID 624267; actives 0.38% (n = 360,000); O43353; CHO BLA complementation NOD2-RIPK2, CCF4 ratio; in the data active = inhibition above about 21%;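 also: 0% = vehicle only and 100% = reference blocker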
C8 TRAIL sens – sensitizes caspase-8 expressing cells to TRAIL. actives 1% (n = 360,000). inhibition (viability loss, TRAIL sensitization), % at 10 µM. AID 624354. NB7+C8 cells + TRAIL, ATPlite viability luminescence;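 active = compounds causing at least 50% loss of cell viability in the single-dose screen, relative to plate controls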
Vif imaging – inhibitors of HIV Vif; HEK293T cells, Vif self-association by quenched fluorescence, imaging, 24 h; inhibition, % at 7.49 µM; actives 0.35% (n = 340,000); AID 602346; in the data active = inhibition above about 50%, passing the limit was not always enough; also: some results filed as inactive read as strong as hits
EBV LMP1 NFkB – reduces LMP1-driven NF-kappaB luciferase signal. actives 0.69% (n = 350,000). LMP1-induced NF-kappaB luciferase reporter cells, luminescence. inhibition, % at 12.5 µM. AID 504558; in the data active = inhibition above about 41%;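 also: 0% = neutral control wells and 100% = reference inhibitor control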
COUP-TFII inh – NR2F2 (human) inhibition, primary screen; HEK293T NGFI-A luciferase reporter, luminescence; AID 686940; inhibition, % at 8.6 µM; P24468; actives 0.7% (n = 370,000);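 active = inhibition above a per-plate cutoff, mean inhibition of test wells between control levels plus 3 SD, cut at about 38% in these data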;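 also: cells cotransfected with COUP-TFII expression vector driving the NGFI-A reporter; 0% = median of COUP-TF2 test wells and 100% = reporter-only cells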
LRH-1 inv ag – NR5A2 inverse agonism in reporter assay. HEK293T StAR-luciferase reporter, LRH-1 transfected, 24 h. O00482. actives 0.13% (n = 360,000). inhibition, % at 3.6 µM. AID 602396;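 active = inhibition above the mean inhibition of all tested compounds plus 3 SD, cut at about 73% in these data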;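 also: 0% = DMSO wells and 100% = reporter-only cells lacking LRH-1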
The depositor's hits bear a star; nt = no result given.

SMILES | NCOA2 inhibitor | TROY signal inh | NCOA3 inh | NCOA1 inh | TLR9-MyD88 block | NOD2 RIPK2 PPI | C8 TRAIL sens | Vif imaging | EBV LMP1 NFkB | COUP-TFII inh | LRH-1 inv ag
O=C(Cn1c(/C=C/c2ccccc2)nc2ccccc21)Nc1ccc(F)cc1 | -38.9 | -134.0 | -55.2 | -62.0 | -2.1 | 3.2 | 8.7 | -4.3 | -9.8 | -25.1 | -93.3
CCn1nnc(-c2ccccc2NC(=O)C(F)(F)F)n1 | 0.1 | -21.8 | -5.3 | 1.9 | 2.4 | -1.3 | -3.7 | -5.9 | 11.6 | -2.4 | -0.5
CN1CCN(C(=O)C2=C[C@H](c3ccccc3)C[C@H](OCc3ccc(CO)cc3)O2)CC1 | -25.0 | 1.5 | 3.8 | -18.1 | 4.0 | 8.6 | -5.6 | 3.6 | 5.7 | 0.7 | 1.7
COc1ccc(Nc2nc(N)nc(CSC(=S)N3CCCCC3C)n2)cc1 (centres undefined) | -37.7 | -33.7 | -13.3 | -29.7 | -2.2 | 7.7 | 0.1 | -15.2 | -5.1 | -15.3 | -24.7
CC(CCCC(C)(C)O)NCc1cn[nH]c1-c1ccc2c(c1)OCO2 (centres undefined) | 2.3 | -4.2 | 16.5 | 4.4 | -12.6 | 4.7 | -1.0 | 2.3 | 1.5 | 7.9 | 4.2
CCOc1cccc(CN2CCCC(CCC(=O)NCc3ccccc3F)C2)c1O (centres undefined) | 24.8 | 7.8 | 1.9 | -9.2 | -5.4 | 0.3 | 6.2 | -13.0 | -6.0 | 13.7 | -5.2
CCc1c(C)nc(N2CCOCC2)[nH]c1=O | -31.2 | -4.0 | -3.1 | -4.4 | -7.1 | -10.0 | -9.3 | -5.3 | 1.6 | 13.2 | -5.2
Cn1cnnc1SCC(=O)N1CCc2ccccc21 | -25.7 | 3.7 | 9.0 | -5.5 | 4.4 | -5.1 | -17.0 | 10.8 | 0.3 | -5.7 | -8.9
Cc1nnsc1C(=O)NC(C)c1ccccc1 (centres undefined) | -13.3 | -17.5 | 12.9 | 2.3 | 9.4 | -0.3 | -17.2 | -6.9 | -8.6 | -1.2 | 0.5
Cc1sc2ncnc(NCCCO)c2c1C | 0.8 | 13.9 | -2.4 | 8.8 | 6.5 | 0.1 | 6.9 | -2.3 | -5.1 | -6.9 | -55.1
O=C(N/N=C/c1ccc[nH]1)c1ccc(Cl)cc1 | -43.2 | -49.8 | -20.0 | -46.5 | 3.1 | 2.4 | 13.6 | -5.4 | -5.8 | 2.0 | -18.0
O=C(CCN1C(=O)c2ccccc2S1(=O)=O)Nc1ccc(F)c(F)c1F | 3.6 | -2.8 | -8.5 | 8.5 | 8.7 | 6.5 | -25.1 | 15.7 | 1.4 | 10.0 | 24.0
COCCCNC(=O)c1ccc2c(=O)n(Cc3ccc(Cl)cc3)c(=S)[nH]c2c1 | -0.2 | -32.2 | -9.7 | 0.3 | -12.2 | 4.4 | 20.0 | 26.4 | -0.6 | -1.9 | 20.9
C/C(=N\NC(=O)c1cccc(S(=O)(=O)N2CCOCC2)c1)c1ccc(C#N)cc1 | 5.6 | -15.9 | 2.6 | 11.6 | 8.1 | -14.9 | 8.2 | -4.5 | 3.9 | 9.4 | -5.4
CC(C)N(C(=O)C[n+]1ccc(/C=N/O)cc1)C(C)C | 10.3 | 12.2 | 14.1 | 11.6 | 6.0 | 5.5 | -5.7 | -5.2 | 2.4 | 29.0 | -13.5
COCCNC(=O)COc1cc(=O)n(C)c2ccccc12 | -16.7 | -5.5 | 3.4 | -8.7 | 8.0 | -4.1 | 0.2 | 7.0 | 1.1 | 6.2 | 3.4
CN(C(=O)COC(=O)c1cc[n+]([O-])cc1)c1ccccc1 | -0.6 | -12.7 | -10.4 | -16.8 | -11.3 | 5.7 | -2.8 | -6.0 | -3.8 | -14.4 | -1.5
COc1ccccc1NC(=O)NC1(C(=O)N2CCOCC2)CCCCC1 | -13.3 | 8.5 | -13.3 | -8.8 | 4.0 | -9.1 | -1.3 | 14.2 | -5.3 | -1.2 | 11.6
Cc1cc(-c2ccco2)n(CC(=O)NCCN(C)C)n1 | -3.4 | 2.9 | 10.7 | -6.3 | -3.0 | -0.3 | 8.4 | nt | 1.3 | -1.3 | 12.7
Cc1cc(C(=O)CN2C(=O)C(=O)N(Cc3ccccc3)C2=O)c(C)n1Cc1ccccc1 | 7.3 | -7.0 | -14.2 | -1.6 | 4.5 | 7.0 | -6.3 | -2.7 | -7.6 | 12.8 | -24.9
COc1cc(CN2CCSCC2)c([N+](=O)[O-])cc1OC | 10.2 | 14.7 | 0.2 | 9.5 | 2.5 | 7.4 | 2.2 | 2.7 | 3.6 | 1.1 | -10.2
CCOC(=O)Cn1c(=NC(=O)CSC(C)=O)sc2cc(OC)ccc21 | 0.6 | 3.5 | 10.6 | -11.1 | 1.4 | -14.2 | 6.0 | 11.9 | -11.6 | 1.6 | -5.3
O=S(=O)(Cc1cccc(C(F)(F)F)c1)c1ncn[nH]1 | -4.3 | 6.4 | 15.2 | -12.6 | 1.4 | 3.0 | -1.0 | -3.3 | -3.0 | -1.3 | 22.6
Cc1cc(C)c(-c2cc(NC(=O)COC(=O)c3ccc(NC(=O)CC#N)cc3)n(-c3ccccc3)n2)cc1C | -9.1 | 6.2 | 8.1 | 0.1 | -5.1 | -9.4 | 3.5 | 0.4 | 2.3 | 12.0 | -17.1
C[C@@H]1CN([C@H](C)CO)C(=O)CCCn2nncc2CO[C@H]1CN(C)C(=O)OCc1ccccc1 | 9.6 | -10.1 | 1.1 | -14.2 | 1.7 | -11.4 | -6.0 | -3.4 | 2.8 | 0.4 | 8.5
CCNc1cc(=O)n(C)c(=O)n1C | 10.7 | -10.9 | 14.8 | -4.2 | 0.5 | -1.2 | -0.3 | nt | -1.4 | -6.0 | 3.5
Cc1cc(C)cc(-n2ccn(CC(=O)NCCc3ccccc3)c(=O)c2=O)c1 | 2.8 | -2.6 | -10.9 | 9.8 | 3.7 | -17.1 | -24.0 | 2.3 | -2.5 | 11.5 | 10.8
Cc1ccc(N2CC(C)Cn3c2nc2c3c(=O)n(CC(=O)OCc3ccccc3)c(=O)n2C)cc1C (centres undefined) | 4.5 | -7.0 | 23.9 | -2.9 | 1.2 | -0.4 | 21.4 | -6.1 | -0.1 | 22.9 | -4.6
CC(=O)COc1ncn(-c2ccccc2)n1 | 11.2 | nt | -8.9 | -5.5 | -12.7 | -12.5 | -3.5 | -2.9 | -2.2 | -6.2 | 15.2
Cc1ccc(-n2c(=S)sc3c(=O)n(-c4ccccc4F)c(SCC(=O)O)nc32)cc1C | -41.9 | -10.3 | -8.0 | 11.6 | 7.0 | -1.6 | 14.9 | -16.0 | 2.9 | 17.2 | 18.9
FC(F)(F)c1cnc(N2CCSCC2)c(Cl)c1 | 12.6 | -13.0 | 16.7 | 12.7 | -6.0 | -4.4 | -16.4 | 10.2 | 9.6 | -4.8 | -3.5
O=C1NC(C(F)(F)F)(C(F)(F)F)N=C2SC=CN12 | -5.7 | -15.3 | 13.3 | 0.7 | -1.2 | -4.1 | 17.8 | -1.3 | -3.0 | -0.1 | -9.4
CCC1(C(=O)NC(=Nc2ccccc2)Nc2ccccc2)CCOC1=O (centres undefined) | -19.4 | -0.9 | -6.0 | -2.6 | -3.0 | -14.6 | 9.7 | 1.7 | 5.9 | 3.0 | -18.9
CC(C)N1CCc2c(sc(NC(=O)C3CCCCC3)c2C(N)=O)C1 | 7.9 | -5.1 | -10.8 | 23.7 | -2.6 | 1.7 | -5.4 | -4.1 | 4.3 | 28.8 | 11.2
CCOC(=O)c1c(NC(=O)Cc2cccs2)sc(C)c1C | -2.9 | 10.1 | 1.0 | 0.6 | -7.3 | -6.4 | -4.9 | 0.3 | 8.1 | 10.0 | 8.2
CN(C)c1ccc(NC(=O)C(=O)NCCOc2ccccc2)cc1 | -13.3 | -2.0 | -9.9 | -19.2 | -5.1 | -2.4 | -3.6 | -2.3 | -1.6 | -9.2 | 3.2
CCCNC(=O)COC(=O)c1cc(SC)ccc1Cl | 10.6 | -6.8 | 9.0 | 12.0 | -4.2 | -3.2 | 1.2 | 9.3 | -3.1 | 2.5 | 2.5
Cc1c(NC(=O)N2CCCCCC2)c(=O)n(-c2ccccc2)n1C | 2.2 | -17.3 | 13.0 | -8.7 | -1.1 | 2.9 | 5.6 | 3.6 | 4.8 | -0.1 | 3.2
CC(=O)Nc1ccc(SCc2ncc(-c3ccccc3)o2)cc1 | -58.3 | -50.9 | -98.8 | -40.4 | 9.1 | 1.1 | 0.8 | -3.2 | -44.3 | -24.3 | -86.0
Cc1cc2c(cc(C(=O)OC(C(=O)NC3CCCCC3)C(C)C)n2C)o1 (centres undefined) | 9.5 | 11.2 | 6.4 | -3.2 | 0.5 | 5.1 | 10.8 | -13.4 | 17.7 | 13.2 | 6.3
CCC1(CC)NC(=O)N(CC(=O)OCC(=O)NC(=O)c2ccccc2)C1=O | -10.9 | -6.7 | 25.3 | -7.0 | -13.3 | 4.5 | -1.1 | -0.3 | -0.4 | -9.4 | 9.3
Cc1ccc(CNC(=O)c2oc3ccc(S(=O)(=O)N4CCOCC4)cc3c2C)cc1 | -9.1 | 9.4 | 16.4 | 13.1 | 2.8 | -7.7 | 5.7 | 2.9 | 2.2 | 4.5 | 31.9
COc1ccc(CNC(=S)N/N=C/c2ccncc2)cc1 | 12.4 | -9.9 | -22.8 | 2.9 | -8.3 | 0.0 | 5.8 | 5.1 | 5.3 | 5.1 | -1.7
COc1ccc(C(CNc2ccc(S(=O)(=O)N3CCN(C)CC3)cc2[N+](=O)[O-])N(C)C)cc1 (centres undefined) | -8.6 | -2.1 | 13.4 | 3.8 | -16.1 | -4.1 | 2.7 | -15.5 | -3.7 | 18.9 | 10.5
CC1(c2nnc(-c3cccc(Cl)c3)o2)CC(c2cccc(F)c2)=NO1 (centres undefined) | 3.7 | -2.9 | -14.2 | 2.7 | 3.1 | 5.5 | 23.4 | nt | 4.4 | 1.2 | -3.7
COc1ccc(C2C(C(=O)NCc3ccccn3)c3ccccc3C(=O)N2C)cc1OC (centres undefined) | -14.2 | 2.2 | 6.1 | -7.1 | 1.0 | -1.2 | -2.4 | -6.3 | 2.6 | -1.7 | 6.1
CCN(CC)c1ccc(C(=O)OCC(=O)c2ccco2)cc1 | -35.4 | -75.2 | -31.1 | -59.7 | -2.8 | 4.3 | 12.1 | nt | -27.5 | -10.9 | -67.8
CCNc1nc(NC#N)nc(SCC(=O)OCC)n1 | 1.9 | -7.6 | 3.8 | -31.9 | -7.6 | -0.4 | -1.7 | 1.4 | 4.4 | -9.2 | 2.2

A few values from the list.
For NCOA1 inh, `CC1(c2nnc(-c3cccc(Cl)c3)o2)CC(c2cccc(F)c2)=NO1` (centres undefined) is entered as 2.7
For NCOA1 inh, `CCCNC(=O)COC(=O)c1cc(SC)ccc1Cl` is entered as 12.0

An excerpt. The share of hits here may be higher or lower than overall.
